PfG6PD inh: PfG6PD (Plasmodium falciparum) enzyme inhibition | AID 504690 | inhibition, % at 20 µM | PfGluPho enzyme, NADPH resazurin-diaphorase fluorescence | 350,000 tested, 0.78% active;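 active means inhibition reaching at least a set limit at 20 µM in the primary screen, cut at about 59% in these data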;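 further: 0% = DMSO wells with substrate and 100% = DMSO wells lacking glucose-6-phosphate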
SENP6 inh: inhibitors of human SENP6 protease | Recombinant SENP6 catalytic domain, aminoluciferin luminescence | inhibition, % at 10 µM | 330,000 tested, 1.8% active;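 active means inhibition above about 50% at the single tested dose, limit read from the data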;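 further: plate controls were DMSO wells with enzyme for no effect and DMSO wells lacking enzyme for full effect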
SENP7 block: blocks the human protease SENP7. Q9BQF6. recombinant SENP7, Z-RLRGG-aminoluciferin luminescence, 40 min. inhibition, % at 5 µM. 330,000 tested, 1.5% active. AID 434973;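 active means inhibition above about 50% at the single test dose, limit read from the data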;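 further: plate controls were DMSO with enzyme for no effect and no enzyme buffer wells for full effect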
Target sequence (Q9BQF6 706-1050 limits assumed): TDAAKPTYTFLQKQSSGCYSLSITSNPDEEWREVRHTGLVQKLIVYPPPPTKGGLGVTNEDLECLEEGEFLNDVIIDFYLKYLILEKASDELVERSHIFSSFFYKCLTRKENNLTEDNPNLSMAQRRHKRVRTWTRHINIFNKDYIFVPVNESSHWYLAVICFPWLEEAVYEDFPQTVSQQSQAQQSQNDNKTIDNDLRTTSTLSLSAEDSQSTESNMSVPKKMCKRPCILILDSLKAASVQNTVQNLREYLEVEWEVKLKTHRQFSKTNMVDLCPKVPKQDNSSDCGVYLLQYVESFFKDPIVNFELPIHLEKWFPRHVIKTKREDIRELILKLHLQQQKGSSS
SENP8 block-1: inhibitors of human SENP8 protease. Q96LD8. recombinant SENP8, Nedd8 substrate fluorescence. inhibition, % at 20 µM. 360,000 tested, 0.64% active. AID 602440; in the data active means inhibition mostly above about 40%, no sharp cut-off; inactive means mostly below about 27%
Target sequence (Q96LD8 whole entry, looked up): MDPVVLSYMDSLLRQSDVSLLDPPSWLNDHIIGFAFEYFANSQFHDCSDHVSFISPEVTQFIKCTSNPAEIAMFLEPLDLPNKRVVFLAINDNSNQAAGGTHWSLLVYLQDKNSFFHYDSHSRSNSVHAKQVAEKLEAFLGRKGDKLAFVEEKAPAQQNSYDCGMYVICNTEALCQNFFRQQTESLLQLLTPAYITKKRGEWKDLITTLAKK
Apaf1 inhib: blocks human Apaf-1 apoptosome activity | AID 489030 | reconstituted apoptosome caspase-3 activity, DEVD-Rh110 fluorescence | 330,000 tested, 0.71% active | inhibition, % at 20 µM | O14727; active means inhibition of at least 40% at 20 µM;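 further: plate controls were DMSO wells for no effect and DEVD-CHO caspase inhibitor wells for full effect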
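Assay system – apoptosome proteins · Medium – Hepes buffer, pH 7.5 · Also added – cytochrome c with DEVD-Rh110 · Timing – 30 min compound preincubation, 50 min activation, room temperature · Detection – Rh110 fluorescence, excitation 480 nm, emission 540 nm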
HKDC1 inh: inhibitors of human hexokinase HKDC1. Q2TB90. inhibition, % at 20 µM. 340,000 tested, 0.16% active. recombinant HKDC1, G6PDH/diaphorase resazurin coupled fluorescence;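 active means inhibition above about 35% when tested at 20 µM, limit read from the data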;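 further: plate controls were DMSO wells with enzyme for no effect and DMSO wells lacking enzyme for full effect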
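Material – in-house recombinant HK5 (HKDC1) enzyme · Quantity – HKDC1 at 5 µg/mL · Buffer or medium – pH 8.0 Tris buffer with 10 mM MgCl2 · Reagent – glucose with 1 mM ATP · Dosing – single 20 µM dose · Times – reaction time 90 min, room temperature, protected from light · Technique – resorufin fluorescence at 613 nm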
NLRP3 yeast inh: inhibitors of NALP3 inflammasome in yeast | inhibition, % at 10 µM | 330,000 tested, 0.39% active | Yeast reconstituted NLRP3/ASC/caspase-1, beta-gal luminescence, 24 h | AID 2825;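 active means inhibition of 50% or more; inactive means inhibition below 50%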;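 further: plate controls were induced DMSO wells for no effect and uninduced yeast grown without galactose for full effect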
SENP1 inh: SENP1 (human) catalytic domain inhibition; Q9P0U3; recombinant SENP1 catalytic domain, CyPet-SUMO1-YPet FRET cleavage; inhibition, % at 10 µM; 360,000 tested, 0.21% active; AID 624204;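 active means inhibition at least 30% at 10 µM, raw YFP signal under a set limit, fluorescence ratio 0.5 to 1.5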;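 further: 0% = enzyme with DMSO and 100% = no enzyme wells; some results filed as inactive read as strong as hits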
Target sequence (Q9P0U3 419-644 limits assumed): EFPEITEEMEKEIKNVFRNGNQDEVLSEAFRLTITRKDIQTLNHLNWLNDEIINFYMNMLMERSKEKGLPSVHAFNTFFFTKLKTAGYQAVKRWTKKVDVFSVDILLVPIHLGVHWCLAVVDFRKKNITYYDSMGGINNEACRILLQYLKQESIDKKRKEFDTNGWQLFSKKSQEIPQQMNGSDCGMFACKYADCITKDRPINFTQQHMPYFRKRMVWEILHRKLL
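Assay system – human recombinant His6-tagged SENP1 catalytic domain enzyme · Input – SENP1 enzyme, 20 pM final · Buffer or medium – Tris pH 8 buffer plus EDTA, NaCl, BME, BSA, NP40, catalase · Schedule – 50 min reaction at room temperature · Technique – FRET read of cyan and yellow fluorescence · Control set – no-enzyme wells low, DMSO-plus-enzyme wells high control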
SENP8 block-2: SENP8 protease inhibition; Q96LD8; purified SENP8, Z-RLRGG-aminoluciferin cleavage, luminescence; inhibition, % at 10 µM; 330,000 tested, 1.2% active; AID 2540; in the data active means inhibition above about 50%
* = called active by the depositor; i = inactive; . = not tested or not shown. This is a random part of the collection; overall some 4.1% were active at least once.

Start of the listing, in advance:
molecule,PfG6PD inh,SENP6 inh,SENP7 block,SENP8 block-1,Apaf1 inhib,HKDC1 inh,NLRP3 yeast inh,SENP1 inh,SENP8 block-2
O=C1NC2C(NC(=O)N2C2CCCCC2)N1C1CCCCC1 (stereo unspecified),-22,8,2,27,-8,-11,12,0,2
Cc1ccc(SCC(=O)OCC(=O)NCCc2ccccc2)cc1C,-3,4,7,11,11,-2,21,2,-8

The listing (from the top)
molecule,PfG6PD inh,SENP6 inh,SENP7 block,SENP8 block-1,Apaf1 inhib,HKDC1 inh,NLRP3 yeast inh,SENP1 inh,SENP8 block-2
O=C1NC2C(NC(=O)N2C2CCCCC2)N1C1CCCCC1 (stereo unspecified),-22,8,2,27,-8,-11,12,0,2
Cc1ccc(SCC(=O)OCC(=O)NCCc2ccccc2)cc1C,-3,4,7,11,11,-2,21,2,-8
CCN(CC)S(=O)(=O)c1ccc(C(=O)OCC(=O)NCCN2C(=O)CSC2=O)cc1,-7,-6,13,11,-2,-12,14,0,1
CCc1ccccc1OCC(=O)NCC1COc2ccccc2O1 (stereo unspecified),6,8,9,15,17,-4,20,5,7
Cc1ccc(NC(=O)c2cc3cccc([N+](=O)[O-])c3[nH]2)cc1,31,71*,89*,15,-12,-2,11,2,56*
CCOC(=O)N1CCN(C(=O)c2c[nH]c3ccc(S(=O)(=O)N(C)c4ccccc4C)cc3c2=O)CC1,-10,15,1,-203,-1,1,1,-2,8
COc1cccc(CC(=O)Nc2nc3ccccc3[nH]2)c1,16,27,-5,-8,-1,-5,2,1,-14
Cc1cc(=O)c2ccc(Cl)cc2[nH]1,1,-9,9,12,-2,-5,-4,-3,-17
COc1ccc(-c2cc(=O)[nH]c(=O)[nH]2)cc1,2,-4,-1,-4,-8,-2,15,-5,2
CCOC(=O)/C(C#N)=C/c1ccc(N2CCCCC2)cc1,-7,53*,49,-56,5,18,27,-23,22
CCOC(=O)c1c(NC(=O)CSc2nncs2)sc(C)c1-c1ccccc1,-8,6,-2,4,23,-2,12,-10,5
Cc1ccccc1N=C1NN=C(c2ccccc2F)CS1,8,23,-15,-56,21,-47,-1,-2,0
CC1CCN(C(=O)C(Cc2ccccc2)n2cccc2)CC1 (stereo unspecified),15,-6,-4,17,10,4,23,-1,-4
Cc1cccc(-n2c(SCC(=O)NC3CCCC3)nnc2-c2ccoc2C)c1,-8,0,-1,19,20,0,22,0,2
CC1=C(C#N)C2(O)C(=O)c3ccccc3C2(O)N1 (stereo unspecified),5,20,5,18,-11,-2,-3,2,0
CC(C)C(=O)Nc1ccc(C(=O)NC2CCSC2=O)cc1 (stereo unspecified),-14,-1,-4,13,-11,-3,5,0,-6
Cc1cc(N2C(=O)C(O)=C(C(=O)c3cc4ccccc4o3)C2c2cccs2)no1 (stereo unspecified),-17,-8,5,-18,2,2,2,-22,-3
CCN(C)Cc1c(C(=O)N2CCc3ccccc3C2)nc2ccc(Cl)cn12,-12,-17,14,-379,-2,-4,-7,-4,-4
CCN(CC(=O)Nc1ccc(NC(C)=O)cc1)C(=O)CCN1C(=O)C2CC=CCC2C1=O (stereo unspecified),1,-10,-2,22,1,3,14,-2,5
COc1ccc(C=O)cc1CSc1ncccc1C(=O)O,-19,15,-1,12,2,-2,1,0,9
COc1ccc(-c2cc(=O)c3ccccc3s2)cc1,19,93*,-9,-8,18,6,66*,2,84*
CCCc1nc(SCC(=O)N2CCN(c3ccccc3)CC2)c2c(=O)n(C)c(=O)n(C)c2n1,19,4,-2,7,21,7,14,3,-3
CCCCCC(=O)N1CCCC1,9,.,.,10,.,-4,.,1,.
C=CCN(CC=C)S(=O)(=O)c1ccc2nsnc2c1,18,-33,-9,4,-3,-1,20,-1,-5
COc1cccc(N(CC(=O)NCc2cccnc2)S(C)(=O)=O)c1,3,-2,-4,14,-6,-5,-2,2,-4
CC(Sc1nnc(-c2ccccc2F)n1C1CC1)C(=O)NC(N)=O (stereo unspecified),11,-17,-4,8,11,-4,12,-1,-8
COc1ccc(CC(=O)NNC(=O)COc2ccc3ccccc3c2)cc1,-13,.,.,14,.,-2,.,1,.
CS(=O)(=O)N1CCN(c2ccc(C(=O)N3CCOCC3)cc2[N+](=O)[O-])CC1,-7,-8,-3,11,-14,-14,13,-2,-2
CCc1cccc(CC)c1NC(=O)CCCSc1nc2ccccc2s1,8,-23,-8,19,9,-4,1,0,-14
O=C(Nc1ccnn1C1CCN(Cc2ccc(CO)o2)CC1)c1ccc2c(c1)OCO2,-4,15,-5,0,3,-6,12,1,6

Shown with two lines to a compound: part of the list above
Below each compound: PfG6PD inh, SENP6 inh, SENP7 block, SENP8 block-1, Apaf1 inhib, HKDC1 inh, NLRP3 yeast inh, SENP1 inh, SENP8 block-2
CCCCCC(=O)N1CCCC1
  9, ., ., 10, ., -4, ., 1, .
C=CCN(CC=C)S(=O)(=O)c1ccc2nsnc2c1
  18, -33, -9, 4, -3, -1, 20, -1, -5
COc1cccc(N(CC(=O)NCc2cccnc2)S(C)(=O)=O)c1
  3, -2, -4, 14, -6, -5, -2, 2, -4
CC(Sc1nnc(-c2ccccc2F)n1C1CC1)C(=O)NC(N)=O (stereo unspecified)
  11, -17, -4, 8, 11, -4, 12, -1, -8
COc1ccc(CC(=O)NNC(=O)COc2ccc3ccccc3c2)cc1
  -13, ., ., 14, ., -2, ., 1, .

Next compounds follow.
molecule,PfG6PD inh,SENP6 inh,SENP7 block,SENP8 block-1,Apaf1 inhib,HKDC1 inh,NLRP3 yeast inh,SENP1 inh,SENP8 block-2
COc1cc(OC)cc(-c2c(C#Cc3ccsc3)c3cc(-c4ccc(SC)cc4)ccc3n2C)c1,-24,-17,11,i,9,-5,9,-16,0
O=C(CNC(=O)c1ccc(Br)o1)NCc1ccc(Cl)cc1Cl,-4,1,-3,8,-2,-4,18,0,1
Cc1ccc(NC(=O)c2nnn(CC(=O)Nc3ccc4c(c3)OCO4)c2N)cc1C,4,-17,-2,15,-15,-2,4,-2,1
Cc1cc(C)c(S(=O)(=O)N2CCN(C(=O)N(C)C)CC2)c(C)c1,8,5,8,-5,-20,-7,14,0,6
Cn1c(=O)[nH]c(=O)c2c1nc(Sc1ncccn1)n2CCCc1ccccc1,29,-6,7,19,5,2,-3,0,6
COc1cc(CN2CCC(C(=O)N3CCN(c4ccccc4F)CC3)CC2)cc(OC)c1OC,-4,-6,-14,11,-1,-8,7,2,-10
COc1cccc(-c2nc(N3CCN(C)CC3)c3ccccc3n2)c1O,3,-12,0,15,7,3,-3,2,4
CCCN(CCC)CC(O)COc1ccc([N+](=O)[O-])cc1 (stereo unspecified),10,-5,6,26,-6,-1,2,0,0
CCOc1ccc(NC(=O)CN(C)C(=O)CSCc2c(C)noc2C)cc1OCC,32,-6,2,6,1,-4,23,1,-6
COc1cccc(/C=C/C(=O)OCC(=O)NCc2ccco2)c1OC,-13,-6,5,-169,-7,10,-9,3,-4
CC(C(=O)NCc1cccc(Cl)c1)N1C(=O)c2ccccc2C1=O (stereo unspecified),-13,-8,7,5,7,-7,1,-1,9
O=C(COC(=O)c1ccccc1[N+](=O)[O-])NCCCc1ccccc1,-7,-10,2,2,7,-3,25,1,-4
Cc1ccc2[nH]c(=O)c(CN(CCCO)C(C)c3nnnn3Cc3ccco3)cc2c1 (stereo unspecified),5,-30,0,-5,6,-4,-11,-2,-6
CCOC(=O)/C=C(\C)Sc1cc(O)c2ccccc2c1O,108*,.,.,48*,.,57*,.,4,.
CCN(CC)CCOCCOC(=O)C(CC)(CC)c1ccccc1,2,-14,2,10,2,-8,15,1,-5
CC1Nc2ncnc(N3CCOCC3)c2N(Cc2ccc(Cl)cc2)C1=O (stereo unspecified),-9,-8,0,-11,1,5,4,-4,-1
CCCC1CCC(c2ccc(C(N)=O)cc2)CC1 (stereo unspecified),-15,1,-12,9,6,-7,-1,1,-11
CN(C)CCN(Cc1cccs1)c1ccccn1,-8,-22,-2,16,-4,-6,28,1,9
O=C(CCCSc1nc2ccccc2[nH]1)N1CCN(c2ccc([N+](=O)[O-])cc2)CC1,8,1,-1,25,4,-1,-13,-6,-2
C(=C\c1ccc(/C=C/c2ccccc2)nn1)/c1ccccc1,.,-12,-5,.,1,.,23,.,-12
COC(=O)C1C(=O)C=C(Nc2ccc(F)cc2)CC1c1ccc(OC)cc1 (stereo unspecified),1,-10,-4,-3,-5,-6,-9,-4,-7
C/C(N)=C(/C#N)C(=O)CSc1ccc2c(c1)OCCO2,0,-14,-5,22,-2,-4,2,-1,-20
O=C(COC(=O)C1CCCCC1)NCc1ccc(Cl)cc1,-5,-11,4,6,1,-5,4,4,-10
O=C(OCC(=O)N1CCN(c2ccccc2)CC1)c1ccccc1OC(F)F,3,-10,-9,5,0,-5,19,2,-3
Cc1cccc(C(=O)Nc2ccccc2SCC(=O)Nc2ccc(C)c(Cl)c2)c1,-2,-52,-9,16,7,-6,-11,-4,-12
NC(=O)c1ccc(C(F)(F)F)cn1,-15,5,-2,19,-1,-1,16,0,-2
CCOc1ccc(-c2nnn(CC(=O)NCc3ccc(F)cc3)n2)cc1OCC,6,-6,8,7,-4,-8,-5,2,4

Compound activity (PubChem BioAssay)
